Screening results: PubChem BioAssay, Southern Research Specialized Biocontainment Screening Center
M. tuberculosis HTS – M. tuberculosis growth inhibition, HTS (AID 449762). M. tuberculosis H37Rv growth inhibition, 7H9 media; higher % means a stronger effect. inhibition, % at 25 µM, or IC50 in µM where a hit was titrated. 330,000 compounds, 0.59% hits; in the data active means a potency from the dose series; inconclusive means inhibition above about 70% without an active follow-up result;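 further: bacterial growth assessed after seven days of incubation; strong numbers were not always called active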
influenza NS1A – H1N1 influenza NS1A inhibitors, functional cell based assay (AID 504329); NS1A functional cell-based assay, percent inhibition; higher % means a stronger effect; one-dose inhibition, % at 12.5 µM; IC50 in µM for titrated hits; 340,000 compounds, 0.3% hits; in the data active means a potency from the dose series; inconclusive means inhibition above about 27% without an active follow-up result; further: strong numbers were not always called active
M. tuberculosis – growth inhibition of non-replicating M. tuberculosis (AID 488890); Mycobacterium tuberculosis non-replicating, growth inhibition; higher % means a stronger effect; 320,000 compounds, 0.39% hits; one-dose inhibition, % at 25 µM; IC50 in µM for titrated hits; in the data active means a potency from the dose series; inconclusive means inhibition mostly from about 82% at the one dose, without a potency; inactive means the rest, 99 in 100 with inhibition below about 76%;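 further: plate controls were DMSO cells for no effect and high antibiotic wells for full effect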
VEEV TC-83 Vero – inhibitors of VEEV TC-83 cytopathic effect, confirmation, Vero cells (AID 588727); 350,000 compounds, 0.13% hits; inhibition, % at 20 µM; hits with a dose series show IC50 in µM; Vero cells, VEEV TC-83 cytopathic effect inhibition; higher % means a stronger effect; in the data active means a potency from the dose series; inconclusive means inhibition mostly from about 14% at the one dose, without a potency; inactive means the rest, 99 in 100 with inhibition below about 12%; further: strong numbers were not always called active
PhoP GFP inhibition – PhoP regulon inhibitors, Salmonella typhi PhoP promoter GFP reporter, confirmatory (AID 1850); Salmonella Typhi PhoP-promoter GFP reporter, fluorescence, 4 h; higher % means a stronger effect; 310,000 compounds, 0.33% hits; inhibition, % at 50 µM; hits with a dose series show IC50 in µM; in the data active means a potency from the dose series; inconclusive means inhibition mostly from about 25% at the one dose, without a potency; inactive means the rest, 99 in 100 with inhibition below about 19%;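 further: 0% = induced wells with vehicle and 100% = uninduced wells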
* hit, by the source's call; i = inactive; ? = inconclusive; . = not tested or not shown.

SMILES	M. tuberculosis HTS	influenza NS1A	M. tuberculosis	VEEV TC-83 Vero	PhoP GFP inhibition
CCC(C)[C@H](NC(=O)[C@@H]1CSC2c3ccccc3C(=O)N21)C(=O)NC1CCCC1 (stereo not given in full)	-6%	-4%	15%	0.9%	6%
Cn1cnnc1SCC(=O)Nc1ccc(F)cc1	-2%	-2%	-4%	1.0%	0%
CCCn1c(CN2CCCCC2C)nc2c1c(=O)n(C)c(=O)n2C (stereo not given)	-6%	0%	-1%	0.9%	-2%
Cc1ccccc1NC(=O)C1C2CCCCC21 (stereo not given)	2%	-6%	0%	i	-5%
CC(=O)Nc1ccc(C(=O)NNC(=O)c2cccs2)cc1	-6%	-11%	9%	i	-6%
O=C(CS(=O)(=O)c1c[nH]c2ccccc12)Nc1ccc(F)cc1	-18%	-3%	-6%	5.2%	-10%
Cc1nn(Cc2ccccc2)c(C)c1N	7%	53%	10%	1.0%	4%
Cc1ccc(SCC(=O)NC(C)(C)C)cc1	3%	2%	8%	3.5%	-11%
COc1cc(OC)c2c(-c3ccccc3)cc(C3CCCCC3)nc2c1	.	-16%	.	0.8%	.
COc1ccc(/C=C/C(=O)N(Cc2ccccc2)c2ccccn2)cc1OC	7%	-65%	18%	i	-3%
COCCOC(=O)C1=C(C)NC(=O)NC1c1c(Cl)nc2c(C)cccn2c1=O (stereo not given)	-1%	.	-11%	.	-6%
CCOc1ccc(C(=O)NC(=S)Nc2ccc(N3CCC(C)CC3)cc2)cc1[N+](=O)[O-]	.	15%	.	1.1%	.
O=S(=O)(NCc1csc(-c2cccs2)n1)c1ccc(Cl)cc1	12%	1%	7%	3.2%	3%
CC(NC(=O)c1cccs1)C(S)c1ccccc1 (stereo not given)	4%	6%	13%	1.9%	-5%
O=C(COc1cccc(F)c1)N[C@@H](Cc1ccccc1)c1nc2ccccc2[nH]1	0%	13%	1%	1.1%	0%
CCOc1ccccc1NC(=O)NC1(C(=O)N2CCOCC2)CCCCC1	-6%	6%	3%	0.4%	2%
CCCCc1nc(NCCNC(=O)c2ccccc2)c(C#N)c2c1CSC(C)(C)C2	-1%	-1%	4%	6.2%	-16%
CCN1CCN(c2ccc(S(=O)(=O)N3CCCCC3)cc2NC(=O)Cc2ccccc2F)CC1	-1%	6%	21%	2.8%	-6%
COc1cc(NC(=O)Cn2cnc3sc(C)c(S(=O)(=O)N4CCN(C)CC4)c3c2=O)cc(OC)c1OC	0%	.	-6%	.	-4%
CC(C)(C)OC(=O)N1CCN(C(=O)c2[nH]cnc2C(=O)N[C@@H](Cc2ccccc2)C(=O)OCc2ccccc2)CC1	-6%	8%	46%	2.1%	5%

Seven of the compounds above, in markdown:
| SMILES | M. tuberculosis HTS | influenza NS1A | M. tuberculosis | VEEV TC-83 Vero | PhoP GFP inhibition |
| --- | --- | --- | --- | --- | --- |
| CC(=O)Nc1ccc(C(=O)NNC(=O)c2cccs2)cc1 | -6% | -11% | 9% | i | -6% |
| O=C(CS(=O)(=O)c1c[nH]c2ccccc12)Nc1ccc(F)cc1 | -18% | -3% | -6% | 5.2% | -10% |
| Cc1nn(Cc2ccccc2)c(C)c1N | 7% | 53% | 10% | 1.0% | 4% |
| Cc1ccc(SCC(=O)NC(C)(C)C)cc1 | 3% | 2% | 8% | 3.5% | -11% |
| COc1cc(OC)c2c(-c3ccccc3)cc(C3CCCCC3)nc2c1 | . | -16% | . | 0.8% | . |
| COc1ccc(/C=C/C(=O)N(Cc2ccccc2)c2ccccn2)cc1OC | 7% | -65% | 18% | i | -3% |
| COCCOC(=O)C1=C(C)NC(=O)NC1c1c(Cl)nc2c(C)cccn2c1=O (stereo not given) | -1% | . | -11% | . | -6% |

Copied from the list:
PhoP GFP inhibition result of `O=C(COc1cccc(F)c1)N[C@@H](Cc1ccccc1)c1nc2ccccc2[nH]1` is entered as 0%
M. tuberculosis HTS result of `COc1cc(NC(=O)Cn2cnc3sc(C)c(S(=O)(=O)N4CCN(C)CC4)c3c2=O)cc(OC)c1OC` is entered as 0%
influenza NS1A result of `COc1ccc(/C=C/C(=O)N(Cc2ccccc2)c2ccccn2)cc1OC` is entered as -65%

The list goes on:
SMILES	M. tuberculosis HTS	influenza NS1A	M. tuberculosis	VEEV TC-83 Vero	PhoP GFP inhibition
COc1ccc2c(c1)[nH]c1c(=O)n(N)cnc12	1%	-3%	-20%	1.0%	-4%
CC1(C)CC(=O)c2cc3c(N)c(C(=O)NCc4ccccc4)sc3nc2C1	6%	5%	2%	2.4%	1%
COc1ccc(NC(=O)CSc2nnc(-c3cccs3)n2-c2ccccc2)cc1	-2%	-5%	-6%	1.1%	-4%
Cc1ccc2sc(NNC(=O)C3COc4ccccc4O3)nc2c1C (stereo not given)	65%	-2%	.	4.1%	10%
COc1ccc(-n2c(=O)/c(=C\c3cccs3)s/c2=C(/C#N)C(=O)NCCN2CCOCC2)cc1	5%	6%	4%	0.7%	1%
Cc1c(CCC(=O)NCCCC(=O)O)c(=O)oc2cc3oc4c(c3cc12)CCCC4	2%	0%	3%	0.8%	12%
O=C(CSc1nc(-c2ccco2)cc(C(F)(F)F)n1)NN1CCOCC1	-5%	1%	-10%	1.5%	6%
COc1ccc(Cn2c(O)c(/C=N/NC(=O)c3ccccc3)c(=O)[nH]c2=O)cc1	39%	23%	36%	0.0%	-7%
COC(=O)NCc1cccc(CNC(=O)OC)c1	-8%	-20%	4%	0.2%	21%
COc1cccc(NC(=O)C2CCCN2C(=O)NC2CCCCC2)c1 (stereo not given)	3%	-8%	-2%	2.6%	11%
Cc1ccc(CN(C(=O)COc2ccc(C)c(C)c2)C2CCS(=O)(=O)C2)o1 (stereo not given)	-2%	2%	10%	0.2%	2%
O=C(Nc1cnn(Cc2ccc(Cl)cc2)c1)c1cnccn1	-9%	3%	2%	4.0%	-3%
CCOC(=O)c1c(C)oc2cc(Br)c(OCC(N)=O)cc12	1%	10%	-10%	0.8%	-9%
Cn1c(NC(=O)Cc2cccs2)cc(=O)n(C)c1=O	-3%	-2%	.	1.6%	.
COc1ccc(S(=O)(=O)Nc2cc(C)c(O)c(S(=O)(=O)c3ccccc3)c2)cc1	-2%	-18%	1%	i	-13%
COc1cc(O)c2c(=O)c3c(O[C@H]4O[C@@H](CO)[C@H](O)[C@@H](O)[C@@H]4O)ccc(O)c3oc2c1	3%	-4%	5%	1.7%	.
CC(=O)c1cnc2cc(-c3ccccc3)nn2c1C	0%	-6%	7%	0.2%	6%
CN1C(=O)C(Cc2cccc3ccccc23)C(=O)N(C)C1=O	1%	-1%	18%	2.3%	-1%
O=C(c1ccncc1)N1CCN(c2cccc(C(F)(F)F)c2)CC1	-7%	7%	-5%	1.2%	-9%
CCc1ccc2[nH]c3nc(N/N=C/c4cccc(O)c4)nnc3c2c1	6%	2%	-14%	1.1%	-7%
COc1cc(-c2nc3ccccn3c2NCc2ccccc2)ccc1SC1CCCCC1	47%	0%	19%	4.1%	1%
O=C(Cc1ccccc1)Nc1cccc(N2C(=O)C=CC2=O)c1	-10%	-3%	-13%	0.6%	-1%
CC(C)C1Cc2c(C#N)c(N)sc(=S)c2CO1 (stereo not given)	-4%	17%	-1%	1.4%	4%
Cc1cc(C)c(S(=O)(=O)N2CCN(C(=O)N3CCCCC3)CC2)c(C)c1	10%	5%	30%	0.1%	-6%
CCC(C)(C(=O)NC1CCCCC1)N(C)C(=O)c1ccccn1 (stereo not given)	1%	-6%	-1%	0.8%	-2%
CCn1cc(C(=O)NCCCN(C)C)c(=O)c2cc(F)c(N3CCN(C)CC3)cc21	-4%	9%	-8%	0.2%	20µM*
COc1ccc(N2C(=O)/C(=C/c3ccc([N+](=O)[O-])cc3)N=C2C)cc1	-1%	.	20%	0.9%	-10%
Cn1cc([N+](=O)[O-])c(C(=O)Nc2ccc(C(=O)N3CCCCC3)cc2)n1	4%	1%	11%	11%	0%
CCOc1cc(C2NC(=O)NC(O)(C(F)(F)F)C2C(=O)c2ccccc2)ccc1OC (stereo not given)	-2%	-10%	-4%	3.2%	0%
C=CCc1ccc(OCC(O)CN2CCCCC2C)c(OC)c1 (stereo not given)	-1%	4%	27%	0.4%	-1%
CN(C)/C=C\C(=C/C(=O)C(F)(F)F)Nc1ccccc1Oc1ccccc1	-3%	8%	20%	2.7%	-3%
CCOc1ccc(N2C(=O)/C(=C\c3ccc(OC)c(O)c3)S(=O)(=O)C2c2cccc([N+](=O)[O-])c2)cc1 (stereo not given)	?	2%	4%	4.2%	-12%
O=S1(=O)N=C(N/N=C/c2ccc(Br)o2)c2ccccc21	-2%	4%	12%	i	-8%
CC(C)(C)N(Cc1ccccc1)C(=O)COC(=O)CN1C(=O)NC2(CCCC2)C1=O	0%	-2%	4%	2.9%	0%
COc1ccc(OC)c(CN2CCN(C(=O)c3cc(S(=O)(=O)Nc4ccccc4OC)ccc3C)CC2)c1	-11%	-4%	40%	6.2%	0%
CC12CCC(C/C1=N/O)C2(C)C (stereo not given)	-9%	-12%	6%	0.9%	-1%
CCOc1ccc(NC(=O)CCC(=O)n2nc(C)cc2C)cc1	20%	.	-8%	.	1%
COc1ccc(C2/C(=C(\O)c3ccc4c(c3)OCCO4)C(=O)C(=O)N2Cc2cccnc2)cc1OC (stereo not given)	-2%	-3%	-5%	3.1%	-7%
FC(F)(F)c1ccc(NCCc2ccccc2)nc1	0%	1%	81%	0.9%	-7%
C=CCn1c(COc2ccccc2F)nnc1SCCN1C(=O)c2ccccc2C1=O	-1%	-1%	10%	0.4%	-2%
C=CCC[C@H](Cc1ccc(F)cc1)C(=O)OC[C@@H](NC(=O)[C@@H](CC=C)CC(=O)N[C@H](CO)Cc1ccccc1)C(C)(C)C	12%	-22%	71%	4.5%	.
COc1ccc(C(=S)N2CCN(C)CC2)cc1	-5%	-1%	-9%	1.4%	11%
O=C(O)CC(CC(=O)Nc1ccc2ccccc2n1)c1ccccc1 (stereo not given)	-8%	-6%	-15%	1.4%	2%
COC(=O)c1ccc(NC(=O)CN(Cc2ccc(Cl)cc2)S(C)(=O)=O)cc1	-2%	20%	-5%	i	14%
CC(C)[C@H](NC(=O)OCc1ccccc1)C(=O)NC(C=O)Cc1ccccc1 (stereo not given in full)	-3%	-4%	9%	i	-22%
COc1cc(CSc2nc(-c3ccccc3)cc(=O)[nH]2)cc(OC)c1	2%	2%	1%	2.0%	7%
COc1ccc(OC)c(NC2=NC3(CCCCC3)N=C(N)N2)c1	-5%	6%	16%	0.7%	-3%

Fetched one by one from above (3):
SMILES	M. tuberculosis HTS	influenza NS1A	M. tuberculosis	VEEV TC-83 Vero	PhoP GFP inhibition
CC(C)[C@H](NC(=O)OCc1ccccc1)C(=O)NC(C=O)Cc1ccccc1 (stereo not given in full)	-3%	-4%	9%	i	-22%
COC(=O)c1ccc(NC(=O)CN(Cc2ccc(Cl)cc2)S(C)(=O)=O)cc1	-2%	20%	-5%	i	14%
C=CCC[C@H](Cc1ccc(F)cc1)C(=O)OC[C@@H](NC(=O)[C@@H](CC=C)CC(=O)N[C@H](CO)Cc1ccccc1)C(C)(C)C	12%	-22%	71%	4.5%	.

4 entries out of the list, sorted by molecular weight, largest number first.
SMILES	M. tuberculosis HTS	influenza NS1A	M. tuberculosis	VEEV TC-83 Vero	PhoP GFP inhibition
COc1ccc(C2/C(=C(\O)c3ccc4c(c3)OCCO4)C(=O)C(=O)N2Cc2cccnc2)cc1OC (stereo not given)	-2%	-3%	-5%	3.1%	-7%
CN(C)/C=C\C(=C/C(=O)C(F)(F)F)Nc1ccccc1Oc1ccccc1	-3%	8%	20%	2.7%	-3%
CCOc1ccccc1NC(=O)NC1(C(=O)N2CCOCC2)CCCCC1	-6%	6%	3%	0.4%	2%
O=C(Cc1ccccc1)Nc1cccc(N2C(=O)C=CC2=O)c1	-10%	-3%	-13%	0.6%	-1%
